LEDGF integ inh: blocks HIV-1 LEDGF/p75-dependent DNA integration; TR-FRET IN-LEDGF/p75 DNA integration, Eu/Cy5; inhibition, % at 3.7 µM; 370,000 compounds, 0.64% hits; AID 743269;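 active = inhibition above the screen-wide mean plus 3 SD, cut at about 13% in these data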;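 note: signal is the Cy5 over europium emission ratio at 671 and 618 nm; 0% = plate median of compound wells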
PG9 binder: small molecules binding HIV-1 gp120 antibody PG9; inhibition, % at 6.7 µM; 360,000 compounds, 0.43% hits; TR-FRET gp120-PG9 antibody binding; in the data active = inhibition above about 8.5%
PRMT1 FP inh: inhibitors of human PRMT1. Q99873. recombinant PRMT1, activity-based probe fluorescence polarization. inhibition, % at 2.79 µM. 370,000 compounds, 1.3% hits. AID 652257;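 active = inhibition above about 21% made by adding two undisclosed values, limit read from the data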
Target sequence (Q99873 whole entry, looked up): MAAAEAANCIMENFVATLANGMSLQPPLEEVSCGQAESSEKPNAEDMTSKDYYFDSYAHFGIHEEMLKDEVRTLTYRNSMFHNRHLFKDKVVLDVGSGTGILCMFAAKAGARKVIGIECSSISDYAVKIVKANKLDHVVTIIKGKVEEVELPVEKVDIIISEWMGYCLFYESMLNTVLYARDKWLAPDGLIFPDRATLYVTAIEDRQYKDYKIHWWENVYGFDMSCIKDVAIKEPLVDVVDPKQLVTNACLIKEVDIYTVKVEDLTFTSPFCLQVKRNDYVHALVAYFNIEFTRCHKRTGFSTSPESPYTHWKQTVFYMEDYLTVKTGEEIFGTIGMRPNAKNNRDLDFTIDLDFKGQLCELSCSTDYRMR
HTRA1 inhibitor: inhibitors of human serine peptidase HTRA1. Q92743. recombinant HTRA1, FP-rhodamine activity-based probe, fluorescence polarization. inhibition, % at 5.96 µM. 340,000 compounds, 0.5% hits; in the data active = inhibition above about 36%;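 note: 0% = enzyme with DMSO and 100% = wells lacking enzyme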
rCAG binder: binds r(CAG) RNA repeats | 370,000 compounds, 1.3% hits | AID 651821 | inhibition, % at 3 µM | r(CAG) RNA repeat, TO-PRO-1 dye displacement fluorescence;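 active = inhibition above the plate cutoff, the mean of all test compounds on that plate plus 3 SD, cut at about 35% in these data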;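 note: 0% = DMSO alone and 100% = 100 µM mitoxantrone as full dye displacement; higher means more dye released from RNA so lower well fluorescence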
NR1D1 modulator: modulates human Rev-erb alpha binding to DNA | P20393 | Rev-erbα–FITC-DNA binding, fluorescence polarization, 90 min | activity, % at 10 µM | 370,000 compounds, 0.79% hits | AID 1259318;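 active = activity above about 14%, limit read from the data; passing the limit was not always enough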;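 note: 0% = DMSO wells with 35 nM protein and 100% = DMSO wells with 750 nM protein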
Target sequence (P20393 whole entry, looked up): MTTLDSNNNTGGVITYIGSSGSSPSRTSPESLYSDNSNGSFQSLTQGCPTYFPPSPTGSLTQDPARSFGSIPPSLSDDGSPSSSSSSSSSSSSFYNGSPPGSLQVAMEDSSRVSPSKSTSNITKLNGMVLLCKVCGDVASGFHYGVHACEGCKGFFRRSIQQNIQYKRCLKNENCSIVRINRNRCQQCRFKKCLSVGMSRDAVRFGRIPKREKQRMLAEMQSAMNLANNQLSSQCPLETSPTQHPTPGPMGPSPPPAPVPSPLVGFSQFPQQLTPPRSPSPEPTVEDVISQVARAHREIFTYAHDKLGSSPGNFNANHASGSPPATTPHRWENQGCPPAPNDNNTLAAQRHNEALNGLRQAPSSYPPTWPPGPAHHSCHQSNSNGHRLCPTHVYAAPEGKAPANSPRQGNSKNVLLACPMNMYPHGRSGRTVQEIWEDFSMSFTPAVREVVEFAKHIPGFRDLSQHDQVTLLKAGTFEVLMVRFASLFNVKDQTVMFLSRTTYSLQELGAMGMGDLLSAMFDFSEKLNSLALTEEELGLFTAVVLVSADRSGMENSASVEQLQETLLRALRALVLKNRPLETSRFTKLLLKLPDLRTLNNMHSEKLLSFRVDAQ
mABHD4 FP: inhibits mouse alpha/beta hydrolase domain 4; AID 720543; Q8VD66; inhibition, % at 8.92 µM; 370,000 compounds, 0.54% hits; purified mABHD4, FP-Rh probe fluorescence polarization;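 active = inhibition exceeding the mean over every tested compound plus 3 SD, cut at about 30% in these data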;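 note: 0% = plate median of compound wells and 100% = S159A mutant with DMSO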
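assay system = mABHD4 protein | compound dosing = single nominal dose of 8.92 µM, 0.89% DMSO final | read-out basis = percent inhibition of probe binding, normalized to plate controls | schedule = Enzyme–compound pre-incubation 45 min, then probe 60 min, both 25 °C | detection = fluorescence polarization, excitation 525 nm, emission 598 nm, BODIPY TMR filters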
UHRF1 binding: blocks human UHRF1 binding to methylated DNA; 370,000 compounds, 0.75% hits; inhibition, % at 4.4 µM; UHRF1 binding to methylated oligo, TR-FRET; Q96T88; in the data active = inhibition above about 21%;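 note: UHRF1 SRA domain binding a hemimethylated CpG hairpin DNA probe; 0% = median of test compound wells and 100% = reference inhibitor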
TCR CD3 inh: human TCR-CD3 binding inhibition; TAMRA-labeled TCR probe fluorescence, biochemical; inhibition, % at 9.4 µM; 360,000 compounds, 0.37% hits; in the data active = inhibition above about 19%;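 note: recombinant mutant TCR 2C K166C tagged with TAMRA read by polarization; 0% = receptor in buffer alone and 100% = receptor with positive control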
MBD2 inh: blocks human MBD2 binding to methylated DNA; inhibition, % at 4.4 µM; Q9UBB5; AID 686964; TR-FRET, MBD2 binding to methylated oligonucleotide; 370,000 compounds, 0.31% hits; in the data active = inhibition above about 13%
* = called active by the depositor; . = not tested or not shown; & = joins results of further samples. This is a subset. The share of hits here may be higher or lower than overall.

SMILES	LEDGF integ inh	PG9 binder	PRMT1 FP inh	HTRA1 inhibitor	rCAG binder	NR1D1 modulator	mABHD4 FP	UHRF1 binding	TCR CD3 inh	MBD2 inh
CC1(Cc2ccccc2Cl)C(=O)Nc2cc(-c3ccccc3Cl)ccc21 (stereo unspecified)	-4	-0.6	3	.	5	0	3	0	-6	2
O=C(CNCCO)NC12CC3CC(CC(C3)C1)C2	4	-1.3	1	11	1	1	0	2	0	2
O=C1NC(=S)NC1Cc1ccc(O)cc1 (stereo unspecified)	3	-0.5	-3	7	-1	5	-3	-3	3	-4
CC(C)(C)c1ccc(S(=O)(=O)N2CCCC(C(=O)NCc3ccco3)C2)cc1 (stereo unspecified)	0	.	0	.	2	3	2	0	.	3
CC(C)c1ccc2c(c1)CC[C@H]1[C@](C)(CN)CCC[C@]21C	-3&-2	-4.8&0.7	5&0	-1&4	10&2	0&-3	0&2	2&0	-4&-2	5&-2
OC(COc1ccc(Cl)cc1)CSc1ccccn1 (stereo unspecified)	0	-2.6	0	-1	-2	3	0	-1	0	-6
COc1cccc(/C=N/NC(=O)CSc2cccc3cccnc23)c1	-2	-0.7	-2	0	0	2	-2	-14	5	-1
O=C(NC1CCCCCC1)c1c(F)c(F)c(F)c(F)c1F	-1	-0.8	-1	-2	-1	-2	-10	6	4	0
COc1ccc(NC(=O)CC2C(=O)N(c3ccccc3)C(=O)N2Cc2ccco2)cc1 (stereo unspecified)	1	-0.5	-2	4	-2	5	-6	-1	8	-2
O=C(OCc1c(Cl)cccc1Cl)c1cccnc1Cl	-1	0.1	1	-18	-2	-1	-8	1	0	0
COc1cc(/C=C/C(=O)O)cc(S(=O)(=O)NC2CCCC2)c1OC	2	0.0	-2	3	5	1	-3	7	-13	-8
COCCN(C(=O)CSc1nnc2cc(C)c3ccccc3n12)c1c(N)n(Cc2ccccc2)c(=O)[nH]c1=O	2	0.8	-1	2	1	6	3	-2	6	-3
CN(C(=O)COC(=O)c1cccc(S(=O)(=O)N2CCCCC2)c1)C1CCS(=O)(=O)C1 (stereo unspecified)	0	0.1	-4	1	-6	0	-1	0	-6	2
COc1ccc(C(CNC(=O)c2ccc(NS(=O)(=O)c3cccc([N+](=O)[O-])c3)cc2)N2CCOCC2)cc1 (stereo unspecified)	1	-3.1	-3	3	24	2	2	-3	4	-3
CN(C)C(=O)C(=O)c1c(-c2ccccc2)cc2ccccn12	4	0.0	-1	2	-8	1	2	-3	-2	3
Cc1cnc(NC(=O)CN2CCN(c3ccccc3F)CC2)s1	-1	-1.5	-4	1	-7	-2	-6	0	2	2
CCCC(=O)N1CCN(c2ccc(NC(=O)c3cccs3)cc2Cl)CC1	-3	-0.6	5	1	-1	-3	0	3	-3	3
COc1cccc(CNC(=O)CCNC(=O)c2ccccc2OC)c1	0	-2.9	-1	3	-4	1	3	0	7	1
O=C1[C@H]2[C@H](ON3CCCC[C@H]23)C(=O)N1c1ccc(Cl)cc1	-3	-1.2	2	2	-1	-4	-4	0	1	-1
CC(=O)NN1CCc2cc3ccc(C)cc3nc21	6	-0.3	1	8	-3	-5	-3	-4	-1	-4
Cc1ccc(-c2nnn(CC(=O)N(c3ccc(F)cc3)C(C(=O)NC(C)(C)C)c3ccco3)n2)o1 (stereo unspecified)	-4	-1.7	-2	3	-1	0	-2	-2	3	-5
COc1ccc(NC(=O)N(C2CCCCC2)C(C)c2ccco2)c(OC)c1 (stereo unspecified)	-1	0.2	-1	-6	-7	1	3	-4	4	-1
CCOc1ccc(NC(C)=O)cc1N	-2	-3.9	2	3	0	-2	2	0	0	2
CC(=O)/C(N=Nc1ccc(-n2ccc(C(F)(F)F)n2)cc1)=C(\C)O	2	-2.0	-5	10	-3	-4	1	-1	8	0
CC(=O)c1cc2c(cc1NC(=O)CN1CCN(c3ccc(F)cc3)CC1)OCO2	0	1.1	2	1	3	-1	-13	-4	-11	6
Other results follow:
SMILES	LEDGF integ inh	PG9 binder	PRMT1 FP inh	HTRA1 inhibitor	rCAG binder	NR1D1 modulator	mABHD4 FP	UHRF1 binding	TCR CD3 inh	MBD2 inh
COc1ccc(NC(=O)Cc2ccc(Cl)cc2)cc1NC(=O)c1ccco1	3	2.8	6	-20	4	-3	-4	-1	-15	-1
Cc1ccc(C)c(NC(=O)CN(C)C(=O)c2oc3c(Cl)cccc3c2C)c1	-1	-0.1	3	-12	-9	-6	-2	0	1	3
Cn1cc(S(=O)(=O)c2ccccc2)c(=O)c2cc(Cl)ccc21	4	-2.4	-2	1	1	-2	-4	1	5	1
COC(=O)c1cn(NC(=O)c2cc([N+](=O)[O-])ccc2F)c(=O)c2ccccc12	7	-2.2	-1	-2	6	-5	1	-2	2	-1
CCNC(=O)N(CC)C[C@H]1N[C@@](Cc2ccccc2)(C(=O)OC)[C@H]2C(=O)N(Cc3ccccc3)C(=O)[C@@H]12	4	0.5	-6	8	0	0	-13	3	-7	-1
COC(=O)c1cc(Br)ccc1N(Cc1cc(OC)cc(OC)c1)S(C)(=O)=O	0	-2.0	-2	-9	-3	-1	-3	11	8	-2
CCOC(=O)CC1CCCCN1C(=O)CCCn1nnnc1CN1CCOCC1 (stereo unspecified)	-2	0.3	-3	0	-4	0	5	0	2	-1
C/C(=N\Nc1ccc(Cl)nn1)c1ccccc1O	-4	-1.1	3	27	1	0	6	-2	-1	-2
CCOc1ccc(CCNC(=O)COC(=O)/C=C/c2cccc(OC)c2)cc1OCC	2	-1.8	1	-3	-2	-6	3	-4	3	-1
CC1CCCCN1S(=O)(=O)c1ccc(C(=O)Nc2nnc(-c3ccncc3)o2)cc1 (stereo unspecified)	-3	-1.9	-1	8	14	7	-3	-3	2	3
COC(=O)c1ccc(C)c(NC(=S)NCc2ccc(Cl)cc2)c1	-2	-2.9	0	-7	2	-2	-25	0	-1	-1
COc1ccc(/C(O)=C2/C(=O)C(=O)N(CCCN3CCOCC3)C2c2ccc(C)cc2)cc1 (stereo unspecified)	6	6.9	-4	2	7	5	2	-5	0	-7
CCOc1ccc(NC(=O)CN(C)C(=O)C2CC(=O)N(CCc3ccc(OC)c(OC)c3)C2)cc1OCC (stereo unspecified)	-2	-1.0	4	0	3	-6	-11	2	1	4
Cc1cc(C)c(-n2c(C)cc(/C=C3/NC(=O)NC3=O)c2C)c(C)c1	5	0.0	1	.	-2	2	3	3	-6	-2
COc1ccc(N2CCC(CNC(=S)Nc3cccc(OC)c3)C2)cc1 (stereo unspecified)	-2	-3.4	15	.	11	-5	-4	-1	-14	3
CC(C)(C)OC(=O)N1CCCC(C(=O)Nc2ccc(C(=O)N3CCCCC3)cc2)C1 (stereo unspecified)	1	0.4	-1	-2	-10	1	2	0	2	-2
CC(C)c1ccc(S(=O)(=O)/N=C2\C=C(NS(=O)(=O)c3ccccc3)C(=O)c3ccccc32)cc1	25*	-2.0	-5	9	68*	-2	51*	-4	-4	-16
CCN(Cc1cc(=O)[nH]c2ccccc12)C(=O)c1ccc(C)cc1	-2	-1.4	-4	3	5	-3	1	0	9	0
Cc1ccc(SCCC(=O)Nc2ccccc2C(=O)NC2CCCCC2)cc1	-1	-0.6	-1	-11	0	-5	9	0	4	1
NC(=O)Cc1ccc(C(=O)c2ccc(Cl)cc2)s1	-1	-3.1	-2	0	-3	-1	3	1	8	3
O=C(Nc1ccccc1Oc1cccnc1)C1CCCN(Cc2ccccc2O)C1 (stereo unspecified)	1	-0.4	1	5	-6	9	0	0	2	0
COc1cc(C(=O)N2CCN(c3cccc(C)c3C)CC2)ccc1OCC(=O)N1CCOCC1	-4	-1.8	3	-3	3	2	3	-1	-9	4
O=C(COc1cccc2ccccc12)Nc1ccc(Cl)cc1C(=O)O	3	0.4	4	-82	68*	-9	-73	-1	7	2
Cc1ccc(-n2c(C3CC3c3ccc(Cl)cc3)n[nH]c2=S)cc1 (stereo unspecified)	1	2.1	17	-11	3	-1	7	1	3	-2
COCC1CCCN(C(=O)c2ccc3oc(C(C)C)nc3c2)C1 (stereo unspecified)	2	-1.6	-8	-3	-7	-2	1	-2	0	6
Next section.
SMILES	LEDGF integ inh	PG9 binder	PRMT1 FP inh	HTRA1 inhibitor	rCAG binder	NR1D1 modulator	mABHD4 FP	UHRF1 binding	TCR CD3 inh	MBD2 inh
O=C(Cc1cccs1)Nc1ccc2c(c1)C(=O)OC2	3	-0.9	-1	11	7	5	-5	7	-11	-1
Cc1ccnc(NC(=O)c2ccccc2[N+](=O)[O-])c1	-3	0.9	6	8	-1	7	-3	-2	-6	-2
O=C(COC(=O)Cc1ccc(Cl)cc1)Nc1c(F)cccc1F	0	-0.7	-3	-2	5	3	-1	3	0	-1
CC(=O)Nc1ccc(Nc2ncnc3c2cnn3-c2ccc(C)cc2C)cc1	2	-3.2	-3	5	-1	0	1	2	9	6
CCOC(=O)c1ccc(NC(=O)CSc2nc3c(c(=O)n2-c2ccccc2OC)SCC3)cc1	0	-1.1	1	-1	2	2	-8	1	-4	4
CCOc1ccc(-n2c(N)c(C(=O)N3CCN(C)CC3)sc2=S)cc1	1	-3.6	0	2	-9	1	0	-6	6	0
COCC(=O)N(C)C[C@H]1N[C@@](C)(C(=O)OC)[C@H]2C(=O)N(C)C(=O)[C@@H]12	3	-1.2	2	0	3	-2	2	0	5	-8
COCC(C)n1c(C)cc(C(=O)COC(=O)c2n[nH]c3ccccc23)c1C (stereo unspecified)	-5	-2.4	-1	-19	-7	-6	4	0	-5	-2
O=S(=O)(Nc1nccs1)c1ccc(NS(=O)(=O)c2c(F)cc(F)c(Cl)c2F)cc1	1	0.9	-3	1	12	5	14	1	3	-2
O=C(Nc1cccc2nsnc12)c1cccnc1	-4	-1.3	3	-5	4	-4	13	55*	3	1
CCOc1ccc(S(=O)(=O)N2CCN(c3ncccn3)CC2)cc1	-2	-3.7	-5	1	-6	0	5	-1	3	1
OC1(c2ccc(F)cc2)CN(c2ccccc2)C2=[N+]1CCS2 (stereo unspecified)	-1	-0.8	10	-32	7	3	-6	-2	4	-4
O=C(O)C1C2CCC(O2)C1C(=O)Nc1ccc(O)cc1 (stereo unspecified)	2	-0.5	-2	0	-3	2	8	1	2	4
CCN(CC)CCn1c2c(c(SCC(=O)Nc3ccccc3Cl)nc1=O)CCCC2	-2	-0.5	-7	4	-8	2	1	2	6	-3
CN(CCc1ccccc1)C(=O)c1ccc(NC(=O)Cc2ccc(NC(=O)C3CCN(C(=O)C4CCCC4)CC3)cc2)cc1	4	0.2	-2	-10	5	-7	-13	0	-3	-10
COc1ccc(-n2nc(C(=O)NCC(=O)NCCCN3CCOCC3)c3ccccc3c2=O)cc1Cl	-3	-0.6	1	2	7	8	2	4	1	-2
CCn1cnc2c(Nc3cccc(Cl)c3)nc(C#N)nc21	1	0.3	-1	-16	8	-10	4	9	-1	8
Cc1ccc(C(=O)CSc2nn3c(=O)c(C(C)(C)C)nnc3s2)cc1	0	0.6	0	5	-2	4	-1	0	0	2

Entries above with a thiophene ring, fused or not, in the order listed:
SMILES	LEDGF integ inh	PG9 binder	PRMT1 FP inh	HTRA1 inhibitor	rCAG binder	NR1D1 modulator	mABHD4 FP	UHRF1 binding	TCR CD3 inh	MBD2 inh
CCCC(=O)N1CCN(c2ccc(NC(=O)c3cccs3)cc2Cl)CC1	-3	-0.6	5	1	-1	-3	0	3	-3	3
NC(=O)Cc1ccc(C(=O)c2ccc(Cl)cc2)s1	-1	-3.1	-2	0	-3	-1	3	1	8	3
O=C(Cc1cccs1)Nc1ccc2c(c1)C(=O)OC2	3	-0.9	-1	11	7	5	-5	7	-11	-1
